Screening results from PubChem.
Ba/F3 V617F tox – reduced viability of JAK2V617F-dependent Ba/F3 cells, primary screen, JAK2V617F inhibitor project, cell-based, Ba/F3 EpoR-JAK2V617F, luminescence | AID 1446, 2008 | ATP luminescence | inhibition, % at 5.6 µM | 220,000 compounds, 1.1% hits;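 active = inhibition above the campaign mean plus 3 SD over all tested compounds, cut at about 24% in these data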;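 also: cytokine-independent growth of Ba/F3 cells driven by EpoR plus mutant JAK2; 0% = DMSO-treated cells and 100% = JAK inhibitor I control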
RBBP9 inhibitor – human RBBP9 inhibitors, primary screen, biochemical, fluorescence polarization, FP-Rh probe, HTS; Serine hydrolase RBBP9 (Homo sapiens), O75884; recombinant RBBP9; inhibition, % at 7.94 µM; 220,000 compounds, 0.2% hits; AID 1515, 2009;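 active = inhibition above the campaign mean of all tested compounds plus 3 SD, cut at about 14% in these data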;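 also: plate controls were DMSO wells with RBBP9 for no effect and wells lacking RBBP9 protein for full effect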
Target sequence (O75884 whole entry, looked up): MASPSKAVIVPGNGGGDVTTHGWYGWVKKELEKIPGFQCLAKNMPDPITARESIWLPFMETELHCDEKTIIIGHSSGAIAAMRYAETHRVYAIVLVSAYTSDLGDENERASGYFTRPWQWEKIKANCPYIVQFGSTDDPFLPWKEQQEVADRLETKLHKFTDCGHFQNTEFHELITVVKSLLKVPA
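Assay system: recombinant human RBBP9; Reagent: Serine-hydrolase probe FP-Rh, 375 nM pre-mixing; Doses: 7.94 µM single dose, 0.794% DMSO; Incubation: 30 min then 45 min, 25 °C; Detection: fluorescence polarization (mP), excitation 525 nm, emission 598 nm; Evaluation: percent inhibition from mP, scaled between DMSO and no-protein wells.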
Furin inh – human furin inhibitors, primary screen, biochemical, fluorescence intensity | P09958 | purified furin, fluorogenic substrate cleavage | inhibition, % at 30 µM | 220,000 compounds, 0.061% hits; in the data active = inhibition above about 25%; also: inactives centre near -15
TbHK1 inh – Trypanosoma brucei hexokinase 1 inhibitors, primary screen, biochemical, G6PDH-coupled NADH absorbance, MLSCN library. recombinant TbHK1, G6PDH-coupled NADH A340. inhibition, % at 10 µM. 220,000 compounds, 0.11% hits. AID 1430, 2008;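 active = inhibition of 50% or more in the single-dose primary screen; inactive = inhibition below 50%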
EP2 antag – human EP2 receptor antagonists, primary screen, TR-FRET cAMP, C6 glioma cells; Prostaglandin E2 receptor EP2 subtype (Homo sapiens), P43116; C6 glioma cells expressing human EP2; cells stimulated with saturating PGE2; inhibition, % at 25 µM; 260,000 compounds, 0.52% hits;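 active = percent inhibition above 40 after rounding to a whole number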;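 also: rat C6 glioma host cells with rolipram phosphodiesterase inhibitor present; the protocol text gives 20 µM as final concentration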
Target sequence (P43116 whole entry, looked up): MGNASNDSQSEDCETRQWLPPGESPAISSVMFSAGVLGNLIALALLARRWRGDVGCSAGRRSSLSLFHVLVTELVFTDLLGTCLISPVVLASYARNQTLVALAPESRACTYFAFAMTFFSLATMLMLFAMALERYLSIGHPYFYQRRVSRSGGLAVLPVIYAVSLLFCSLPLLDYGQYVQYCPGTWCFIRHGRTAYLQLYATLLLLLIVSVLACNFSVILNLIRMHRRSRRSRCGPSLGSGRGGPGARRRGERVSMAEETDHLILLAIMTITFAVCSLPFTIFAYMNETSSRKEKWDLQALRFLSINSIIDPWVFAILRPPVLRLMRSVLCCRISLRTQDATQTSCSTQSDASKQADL
p47phox inh – p47phox/p22phox peptide binding inhibitors, primary screen, biochemical, uHTS, NADPH oxidase regulatory subunit; Neutrophil cytosol factor 1 (Homo sapiens), P14598; fluorescence polarization, 2 h; inhibition, % at 24.7 µM; 220,000 compounds, 0.53% hits;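 active = inhibition above about 30%, limit read from the data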;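 also: 0% = p47phox with labelled peptide and 100% = labelled peptide alone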
Target sequence (P14598 whole entry, looked up): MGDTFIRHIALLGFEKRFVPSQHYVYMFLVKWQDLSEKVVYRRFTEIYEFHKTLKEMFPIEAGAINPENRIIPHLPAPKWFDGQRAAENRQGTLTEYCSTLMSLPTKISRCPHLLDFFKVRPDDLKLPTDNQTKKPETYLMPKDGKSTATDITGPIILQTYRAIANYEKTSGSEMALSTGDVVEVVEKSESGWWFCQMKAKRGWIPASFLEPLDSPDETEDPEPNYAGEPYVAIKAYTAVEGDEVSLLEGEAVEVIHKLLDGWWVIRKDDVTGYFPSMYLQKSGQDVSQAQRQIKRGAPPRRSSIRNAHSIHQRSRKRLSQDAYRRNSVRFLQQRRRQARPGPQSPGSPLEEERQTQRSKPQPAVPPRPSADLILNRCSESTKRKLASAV
p97 inhibitor – inhibitors of human p97 ATPase, primary screen, biochemical; inhibition, % at 8 µM; 220,000 compounds, 0.42% hits; Transitional endoplasmic reticulum ATPase (Homo sapiens), P55072; recombinant p97 ATPase, Kinase-Glo ATP luminescence, 3 h; in the data active = inhibition above about 15%;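 also: 0% = DMSO vehicle and 100% = wells lacking enzyme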
BaF3 parental – parental Ba/F3 cell viability inhibition, counter-screen for JAK2V617F inhibitor project, murine pro-B, CellTiter-Glo luminescence. CellTiter-Glo ATP luminescence. inhibition, % at 5.6 µM. 220,000 compounds, 1.1% hits. AID 1486, 2009;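 active = inhibition above a per-campaign cutoff, the mean inhibition of all tested compounds plus 3 SD, cut at about 27% in these data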;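 also: 0% = DMSO wells and 100% = JAK Inhibitor I control wells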
PPC-1+TRAIL kill – compounds killing PPC-1 cancer cells with TRAIL present, primary screen, TRAIL potentiator project, ATPLite luminescence, uHTS; PPC-1 cells + TRAIL, ATPLite viability luminescence; cell killing (% activity), % at 4 µM; 220,000 compounds, 0.41% hits;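 active = cell killing above 50% in the first pass at 4 µM, then a duplicate retest at 5 µM averaging 50% or more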;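 also: plate controls were cells with TRAIL plus DMSO for no effect and medium-only wells lacking cells for full effect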
The depositor's hits bear a star; / = not tested or not shown; & = joins results of further samples; [ ] = dose if it differs, or a comment. This is a subset, so the mix of outcomes need not match the whole.

SMILES | Ba/F3 V617F tox | RBBP9 inhibitor | Furin inh | TbHK1 inh | EP2 antag | p47phox inh | p97 inhibitor | BaF3 parental | PPC-1+TRAIL kill
Cc1cc(=O)[nH]n(CCO)c1=O | -5 | 7 | -17 | -18 | 13 | -18 | 6 | -2 | 3
CCCC(=O)N1CCCC(c2nc(-c3cccc(OC)c3)no2)C1 (stereo unspecified) | -1 | 4 | -14 | 3 | 1 | 7 | -1 | 7 | 22
Cc1cc(=O)n2[nH]c(-c3ccc(F)cc3)cc2n1 | -5 | -6 | -18 | -4 | 11 | -2 | 0 | 1 | 0
CCOc1ccc(C(C)=O)cc1CSC(=N)N | 0 | -5 | -20 | 0 | 2 | -2 | 4 | 7 | 14
Cc1ccc(Cn2c(=O)n(CCC(=O)NCc3ccc4c(c3)OCO4)c(=O)c3ccccc32)cc1 | -2 | -8 | -24[20 µM] | 22 | 14 | 3 | 4 | 4 | 3
CCOC(=O)c1c(NC(=O)Nc2cccc(Cl)c2)sc(C)c1C | -6 | 1 | -21[20 µM] | -12 | 13 | -1 | 2 | 2 | 4
COc1cc(/C=C/C(=O)OCC(=O)Nc2ccc(C)cc2[N+](=O)[O-])ccc1O | 1 | -6 | -22 | -25 | 7 | 10 | -3 | 3 | 7
O=C(Nc1nccs1)c1ccc(N2C(=O)C3CCCCC3C2=O)cc1 (stereo unspecified) | 1 | -3 | -15 | -5 | 9 | 7 | 2 | 6 | 9
CO/N=C/NC(=O)NOCc1ccc(Cl)cc1Cl | 3 | -7 | -12[20 µM] | -9 | 11 | -7 | -6 | 6 | 25
CCCNC(=O)C(=O)Nc1ccc(N(C)C)cc1 | -5 | -4 | -12[20 µM] | -12 | 26 | 6 | 10 | 1 | -6
CCc1nc(SCC(=O)c2cc(C)ccc2C)n[nH]1 | 8 | -8 | -1 | 10 | 5 | 0 | -5 | 13 | 23
CC1CCN(c2nc3c(c(=O)[nH]c(=O)n3C)n2Cc2ccccc2)CC1 | 0 | -6 | -10 | -4 | 9&9 | -18 | -2 | 9 | 3
CSc1cc(-c2ccccc2)[nH]c(=O)c1C#N | 0 | 2 | -10 | -33 | 12 | -9 | 2 | 3 | 4
COc1ccc(C(=O)/C(C#N)=N/Nc2ccc([N+](=O)[O-])cc2)cc1 | 0 | 3 | -21 | -1 | 13 | -8 | 0 | 7 | 47
O=C(C1CCC(CNS(=O)(=O)c2cccc3cccnc23)CC1)N1CCCC1 (stereo unspecified) | 4 | -5 | -17 | 0 | 17 | -1 | -6 | 4 | 6
O=C(COC(=O)c1ccco1)c1ccc2ccccc2c1 | 0 | 1 | -16[20 µM] | -5 | 8 | -12 | 3 | 1 | 32
COc1cccc(CNC(=O)C2CCN(S(=O)(=O)N3CCC4(CC3)OCCO4)CC2)c1 | 0 | -8 | -28 | 3 | 10 | -12 | 4 | 4 | -6
O=C(/C=C/c1ccccc1O)c1ccc(Cl)cc1 | 1 | -21 | 0 | 4 | 5 | -1 | 3 | 8 | 14
Cc1cccc(C(=O)N2CCN(c3ccc(C(F)(F)F)cn3)CC2)c1C | -3 | -5 | -14[20 µM] | 1 | 9 | -2 | -2 | 2 | 34
O=C(Nc1csnn1)c1csnn1 | -7 | 2 | -13 | -9 | 8 | 1 | 11 | 0 | 5
O=C(NCc1cccs1)C(=O)NCC(c1ccco1)N1CCN(c2ccccc2F)CC1 (stereo unspecified) | 2 | -3 | -13 | 4 | 0 | -18 | -5 | 3 | 12
Cc1c(C(=O)Nc2ccc(S(N)(=O)=O)cc2)oc2ccc(Cl)cc12 | 0 | -9 | -22 | -5 | 6 | 9 | 6 | 2 | 21
Nc1nc(-c2ccc3c(c2)CCCC3)cs1 | 2 | -5 | -18 | -2 | 18 | -15 | 0 | 8 | 29
O=C(/C=C/Nc1ccc(Oc2ccccc2Cl)cc1)c1ccco1 | 1 | -12 | -14 | -3 | 5 | -5 | -1 | 2 | 29
CN(C)c1ccc(/C=N/n2c(-c3cccnc3)n[nH]c2=S)cc1 | 5 | 7 | -13 | -23 | 12 | -16 | 5 | 8 | 32

The closing 3 compounds of the section before come first, to join the parts.
SMILES | Ba/F3 V617F tox | RBBP9 inhibitor | Furin inh | TbHK1 inh | EP2 antag | p47phox inh | p97 inhibitor | BaF3 parental | PPC-1+TRAIL kill
Nc1nc(-c2ccc3c(c2)CCCC3)cs1 | 2 | -5 | -18 | -2 | 18 | -15 | 0 | 8 | 29
O=C(/C=C/Nc1ccc(Oc2ccccc2Cl)cc1)c1ccco1 | 1 | -12 | -14 | -3 | 5 | -5 | -1 | 2 | 29
CN(C)c1ccc(/C=N/n2c(-c3cccnc3)n[nH]c2=S)cc1 | 5 | 7 | -13 | -23 | 12 | -16 | 5 | 8 | 32
Cc1ccc(NC(=O)c2ccccc2[N+](=O)[O-])nc1 | 2 | -3 | -9 | -7 | 10 | -7 | -3 | -1 | 9
O=C(Cn1nc2n(c1=O)-c1ccccc1SC2)N/N=C/c1cccs1 | 3 | -13 | -13 | -2 | 7 | -9 | 0 | -2 | 18
COc1ccc(C(=O)NC(=S)Nc2ccccc2N2CCCCC2)cc1[N+](=O)[O-] | 1 | -9 | -3 | 1 | 14 | -12 | -2 | 3 | 0
CCOc1ccc(-c2cc(C(=O)O)c3ccccc3n2)cc1 | 2 | -9 | -25[20 µM] | -36 | 6 | -9 | -4 | 8 | 77*[5 µM]
O=C(CSc1nc2ccccc2s1)Nc1ccc(N2CCOCC2)c(Cl)c1 | -2 | -3 | -11 | 2 | 4 | -8 | 6 | 4 | 10
COc1ccc(NC(C)=O)cc1NC(=O)CSc1nnc(-c2ccc(F)cc2)n1N | -4 | -1 | -20 | 1 | 4 | -4 | 6 | -3 | 12
CC(C)(C)c1ccc(C(=O)NNc2cc(Cl)cc(Cl)c2)cc1 | -2 | -7 | -11 | -3 | 11 | -13 | 5 | 1 | -2
CC1(C)CCc2cc(-c3ccn(S(=O)(=O)c4ccccc4Cl)n3)ccc2O1 | 1 | -5 | -9 | -6 | 0 | -14 | -2 | -4 | 25
COC(=O)c1cc(C(=O)OC)n(Cc2ccc(Br)cc2)n1 | -1 | -5 | -18[20 µM] | -12 | 8 | -6 | 0 | 5 | 14
Cc1sc2ncn(CC(=O)N(CC(=O)NC3CCCC3)Cc3cccs3)c(=O)c2c1C | -2 | -3 | -18 | 0 | 6 | -6 | 1 | 2 | -16
COc1cc(NC(=O)c2ccco2)c(OC)cc1NC(=O)CSc1ncc(-c2ccc(F)cc2)[nH]1 | -2 | -12 | -16 | -4 | 11 | -15 | 2 | 3 | 22
COc1ccc(S(=O)(=O)N[C@@H](Cc2ccc(Cl)cc2)C(=O)N2CC[C@@]3(O)CCCC[C@H]3C2)cc1 | -3 | 6 | -5[20 µM] | -9 | 17 | -13 | 0 | 2 | 26
c1ccc(Cc2nnc(N3CCOCC3)c3ccccc23)cc1 | -4 | 3 | -11[20 µM] | -4 | 9 | -8 | 2 | -1 | -4
CCOc1ncccc1C(=O)OCC(=O)c1cccc(Br)c1 | 0 | -1 | -22 | -4 | 4 | -5 | -2 | -3 | -4
COc1cccc(NC(=S)N(CCCN2CCOCC2)C(C)c2cc3cccc(OC)c3o2)c1 (stereo unspecified) | 4 | -9 | -1 | 4 | 3 | -2 | -8 | 3 | 27
CN(Cc1nc2ccc(Cl)cc2[nH]1)Cc1nc(-c2cnccn2)no1 | 0 | 3 | -30 | -3 | 3 | -6 | 0 | -2 | 18
CCOc1ccc(N2C(=O)CC(N(Cc3ccco3)C(=O)CCC(=O)O)C2=O)cc1 (stereo unspecified) | -5 | 4 | -27 | -4 | 6 | -9 | 6 | 1 | /
N/C(=N\OC(=O)C1CCCCC1)c1ccccn1 | -2 | -7 | -22 | 1 | 7 | -10 | -5 | 3 | 9
CC(=O)Nc1ccc(-n2c(=O)c3ccccc3c3ccccc3c2=O)cc1 | 3 | -16 | -10 | 4 | 4 | -2 | -3 | 4 | 2
Cc1ccccc1OCC(=O)NC(=S)Nc1ccc(N2CCOCC2)c(Cl)c1 | -2 | -6 | -14[20 µM] | -15 | 12 | -15 | 2 | 1 | 8
Cc1ccc2nc(Cl)c(/C=N/n3c(C)nnc3C)cc2c1 | -1 | 1 | -11 | -12 | 3 | -1 | 2 | 2 | 12
O=C(O)CN1C2=NCCCN2c2ccccc21 | -3 | -3 | -22 | 0 | 7&8 | -7 | 4 | 7 | 8
Cc1cc(S(=O)(=O)NCc2ccco2)c(C)s1 | 3 | 1 | -15 | 5 | / | 6 | -1 | 6 | -6
Cc1cccc([N+](=O)[O-])c1NC(=O)CN(Cc1ccccc1)Cc1ccccc1 | -5 | -7 | -15 | 5 | 5 | 7 | 1 | 1 | -3
COc1ccc2c(c1)c1nc3ccccc3nc1n2Cc1ccc(OC)c(OC)c1 | 1 | 2 | -7 | -25 | 4 | -24 | -2 | 6 | 14

Remaining list, next part
SMILES | Ba/F3 V617F tox | RBBP9 inhibitor | Furin inh | TbHK1 inh | EP2 antag | p47phox inh | p97 inhibitor | BaF3 parental | PPC-1+TRAIL kill
CCOC(=O)c1c(NC(=O)/C=C/C(=O)O)sc(C)c1-c1ccc(Cl)cc1 | 10 | -6 | -8 | -10 | 6 | 2 | -5 | 10 | 4
COCC(=O)NC1CCN(S(=O)(=O)c2cccc(C(C)=O)c2)CC1 | 4 | -9 | -22 | 2 | 5 | 7 | 1 | 3 | 14
COc1ccc2nc3sc(C(=O)N4CCN(C)CC4)cc3cc2c1 | -4 | -9 | -10 | -19 | / | 9 | 5 | 2 | 1
CC(=O)c1cc(-c2ccccc2)[nH]c1N1CCOCC1 | 0 | 1 | -14[20 µM] | -22 | 25 | -6 | -2 | 8 | 19
COCCCNC(=O)CCN1C(=O)COc2ccccc21 | -5 | -4 | -16 | -9 | 11 | -3 | 4 | -2 | 1
Cn1c(Cn2c(=O)sc3ccccc32)nnc1SCC(=O)N1CCN(c2ccccc2)CC1 | 2 | -6 | -19 | 2 | / | -14 | -1 | 6 | 8
O=S(=O)(N1CCOCC1)n1cnc2ccccc21 | -4 | 3 | -17[20 µM] | -6 | 8 | 10 | 1 | 3 | 3
O=C(CNC(=O)c1cccc(Cl)c1)N/N=C/C=C/c1ccccc1 | -3 | -1 | -25 | -4 | 6 | -5 | 5 | 3 | 11
Cc1cccc(NC(=O)NNS(=O)(=O)c2ccc(F)cc2)c1 | -2 | 2 | -21 | -1 | 3 | -7 | 10 | 2 | 9
O=C(Nc1ccc(Cl)cc1)Nc1csc([N+](=O)[O-])c1 | 30* | -8 | -15 | -3 | 12 | -22 | 6 | 72* | -19
CC(C)(C)c1nc(Sc2ncccc2[N+](=O)[O-])n[nH]1 | 4 | 2 | -18 | -9 | 5 | 2 | -3 | 5 | 22
CNc1oc(Cc2ccccc2)nc1S(=O)(=O)c1ccc(Cl)cc1 | 0 | -1 | -28 | 0 | 6 | -7 | -1 | 6 | 2
CCC(C)C(=O)Nc1nc2c(s1)C(=O)CC(C)(C)C2 (stereo unspecified) | -4 | -8 | -18 | -9 | 9 | -8 | 7 | 3 | -4
